RAD52 anneal inh – RAD52 (human) annealing inhibition | P43351 | recombinant RAD52 DNA annealing, FRET fluorescence | inhibition, % at 18.7 µM | 360,000 tested, 0.46% active;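 active = every replicate showing at least 50% inhibition; inconclusive = mean inhibition at least 50% but not in every replicate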
Xi reactivation – activators of X-chromosome reactivation in mouse fibroblasts. XiGFP mouse fibroblasts, % GFP-positive cells imaging, 3 d; cells co-treated with 5-aza-dC sensitizer; scaled so ellipticine positive control = 100%. activation, % at 7.58 µM. 360,000 tested, 0.055% active;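 active = mean normalized replicate activation at least 10% and every replicate at or above 10%; inconclusive = only one of the two criteria met; inactive = mean below 10% and not all replicates reach 10%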;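 note: 0% = median of on-plate neutral control wells and 100% = ellipticine 6 µM median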
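Assay system: SV40-immortalized XiGFP fibroblast cells, line 68-5-11; buffer or medium: DMEM plus 5-aza-dC sensitizer; compound: one concentration, pinned; timing: compounds 3 days, fix/stain 15 min at room temperature; benchmarks: positive control ellipticine, 6 µM final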
INS-1E GSIS act – GLuc luminescence reporter in INS-1E cells, primary screen for activators of glucose-dependent secretion of insulin; INS-1E GLuc reporter insulin secretion, 2-3 h; activation, % at 16.6 µM; 370,000 tested, 0.61% active; AID 743287;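 active = lowest replicate activation of at least 40%, so every replicate reaches that level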;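 note: 0% = median of neutral control wells and 100% = median of IBMX positive control wells; some compounds called inactive have numbers as strong as hits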
F508del corr – CFTR F508del correction in bronchial cells | 350,000 tested, 0.36% active | activity (quench increase), % at 7.58 µM | CFBE cells, YFP halide quenching; stimulated with forskolin plus potentiator P3; % fluorescence drop versus neutral controls;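 active = mean added fluorescence quench of at least 8% versus neutral control, with both replicates also reaching 8%; inconclusive = only one of the mean or replicate conditions met; inactive = mean below 8% and not both replicates reaching 8%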;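 note: cells transiently co-express mutant CFTR-F508del with the halide-sensitive YFP; corrector assay measuring rescue of mutant channel to the surface after 24 h compound exposure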
DENV2 CPE rescue – protects cells from dengue virus 2 cytopathic effect; CPE inhibition, % at 9.99 µM; 350,000 tested, 1.7% active; AID 651640; DENV2-infected cells, cytopathic effect rescue, plate reader; in the data active = CPE inhibition above about 20%, passing the limit was not always enough; inconclusive = no clear call, values can overlap the other calls; tested in BHK-21 cells;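 note: 0% = median of neutral control wells and 100% = median of positive control wells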
CASP6 VEID inh – caspase-6 (human) enzyme inhibition. purified caspase-6, Z-VEID-R110 cleavage fluorescence. AID 686996. inhibition, % at 12.5 µM. P55212. 350,000 tested, 0.53% active;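 active = mean inhibition across replicates at least about 35%, with every replicate also reaching that limit, limit read from the data; inconclusive = only one of the two criteria met; inactive = neither criterion met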;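 note: 0% = median of neutral control wells and 100% = no fluorescence left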
E-selectin induc – E-selectin induction on HUVECs; HUVEC E-selectin immunofluorescence imaging; normalized: neutral wells 0, TNF-alpha wells 100; activation, % at 7.58 µM; 260,000 tested, 0.37% active;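 active = mean E-selectin-positive cell signal at least 10% of the positive control, reached in at least 60% of replicates, without over 20% cell loss; inconclusive = no rule given, readout overlaps actives, possibly toxicity-flagged; inactive = the rest, including those meeting only one limit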;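 note: in these data hits start at about 27%; measured in HUVEC primary endothelial cells; signal is the percent of cells scored E-selectin positive by PE staining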
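System: HUVEC / Compound: single concentration / Signal: immunofluorescence imaging / Read-out: percent E-selectin-positive cells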
RAD54 inh – RAD54 (human) branch migration inhibition; RAD54 Holliday junction branch migration, FAM/BHQ fluorescence; inhibition, % at 10.4 µM; 360,000 tested, 0.14% active;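 active = mean normalized replicate activity at least 40 and at least half of replicates scoring 40 or more; inconclusive = only one of the two criteria met; inactive = mean below 40 and under half of replicates reaching 40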;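 note: 0% = median of neutral control wells and 100% = median of positive control wells; inhibitors cause a drop in the FAM fluorescence signal; in these data hits start at about 50%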
Target sequence (Q92698 whole entry, looked up): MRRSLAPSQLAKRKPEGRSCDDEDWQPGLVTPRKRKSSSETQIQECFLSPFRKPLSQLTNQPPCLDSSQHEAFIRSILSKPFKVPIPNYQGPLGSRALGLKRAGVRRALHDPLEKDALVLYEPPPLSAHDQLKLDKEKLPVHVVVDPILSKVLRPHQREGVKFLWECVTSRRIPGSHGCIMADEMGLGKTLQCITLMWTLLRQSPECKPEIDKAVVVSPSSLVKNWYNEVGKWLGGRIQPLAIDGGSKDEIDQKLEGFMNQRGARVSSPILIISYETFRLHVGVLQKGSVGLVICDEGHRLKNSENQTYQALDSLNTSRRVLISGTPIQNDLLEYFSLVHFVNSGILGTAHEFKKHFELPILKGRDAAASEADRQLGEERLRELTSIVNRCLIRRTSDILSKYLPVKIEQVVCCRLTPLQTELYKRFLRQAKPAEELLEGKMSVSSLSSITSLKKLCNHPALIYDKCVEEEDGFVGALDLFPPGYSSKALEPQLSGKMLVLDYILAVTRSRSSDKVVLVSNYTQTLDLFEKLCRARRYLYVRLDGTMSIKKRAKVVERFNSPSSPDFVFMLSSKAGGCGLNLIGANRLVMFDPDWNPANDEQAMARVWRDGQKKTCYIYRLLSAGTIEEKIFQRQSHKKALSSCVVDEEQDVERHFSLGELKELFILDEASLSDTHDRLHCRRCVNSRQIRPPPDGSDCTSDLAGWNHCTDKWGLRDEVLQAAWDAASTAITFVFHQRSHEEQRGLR
The depositor's hits bear a star; ? = inconclusive; / = no result given; & = joins results of further samples. Rows were taken by chance, and some 3.7% of all compounds hit somewhere here.

smiles	RAD52 anneal inh	Xi reactivation	INS-1E GSIS act	F508del corr	DENV2 CPE rescue	CASP6 VEID inh	E-selectin induc	RAD54 inh
CC=Cc1ccc2n(c1=O)C[C@@H]1[C@@H](CO)[C@H](C(=O)NC3CCCC3)N(Cc3ccncc3)[C@H]21 (mixture of isomers)	-49	0.5	2	/	-11	9	-0.4	-8
CN(C)C(=O)C[C@@H]1CC[C@@H]2[C@H](COc3ccc(NC(=O)C4CCCC4)cc3C(=O)N2C)O1	5	0.0	18	3.1	3	1	0.0	/
Cc1cccc(C)c1NC(=O)COC(=O)c1cc[n+]([O-])cc1	-7	-0.1	-4	-0.5	0	-6	/	0
CCCCc1cc(=O)oc2cc(C)cc(OC(C)C(=O)NC(Cc3c[nH]c4ccc(O)cc34)C(=O)O)c12 (stereo not given)	-17	/	/	0.8	/	1	/	-5
O=C1C=CC(=O)N1c1ccc(OC(F)F)cc1	6	0.2	/	/	-6	0	/	/
Cc1noc(C)c1S(=O)(=O)Nc1ccc2c(c1)C(=O)N([C@H](C)CO)C[C@@H](C)[C@@H](CN(C)C(=O)Nc1ccc(C(F)(F)F)cc1)O2	4	0.0	-28	-0.2	18	2	-3.4	0
CO[C@H]1CN(C)C(=O)c2cc(NS(=O)(=O)c3ccccc3)ccc2OC[C@@H](C)N(C)C[C@H]1C	-7	0.2	-4	/	5	0	0.2	0
CC(C)(C)c1ccc(S(=O)(=O)N2CCC(c3nc4ccc(Cl)cc4[nH]3)CC2)cc1	-8	/	-5	-2.4	13	-4	/	/
COc1ccc(CCNC(=O)C/C(C)=N/NC(=O)c2ccc([N+](=O)[O-])cc2Cl)cc1OC	-10	0.0	2	-2.2	?	-2	/	3
C[C@H](CO)N1C[C@H](C)[C@@H](CN(C)Cc2ccc(Cl)c(Cl)c2)Oc2ccc(NC(=O)Nc3ccc(C(F)(F)F)cc3)cc2C1=O	-16	-1.3	7	2.1	-6	-3	-2.9	-8
O=C(CC1C(=O)N(c2ccccc2)C(=O)N1Cc1ccco1)Nc1ccccc1 (stereo not given)	-11	0.0	-5	1.1	-8	-1	/	/
CC(=O)NS(=O)(=O)c1ccc(NC(=O)CCC(=O)Oc2ccc(C)cc2)cc1	-5	0.0	6	0.3	-1	0	/	-5
C[C@H]1CN([C@@H](C)CO)C(=O)Cc2cc(NC(=O)Cc3cn(C)c4ccccc34)ccc2O[C@@H]1CN(C)Cc1ccncc1	-8	-1.0	2	4.2	5	4	/	-9
Cc1ccc(N(CC(=O)NC2CCCC2)C(=O)CNC(=O)c2cccs2)c(C)c1	-8	0.5	-9	1.4	2	-1	0.6	-9
CC1(C)N=C(c2cccc(F)c2)C(=O)N1	-2	/	14	-1.0	5	1	/	0
CCCCN(CCCC)c1nn[nH]n1	-15	0.2	13	4.3	2	-2	/	1
COc1ccc(NC(=O)Nc2ccc3c(c2)C(=O)N([C@@H](C)CO)C[C@@H](C)[C@H](CN(C)C(=O)Nc2ccccc2)OCCCC[C@H](C)O3)cc1	19	0.0	6	1.7	-3	-1	/	-10
COc1ccc(OCCC(=O)N2CCN(C)CC2)cc1	-5	0.0	35	1.1	0	-2	0.5	-4
CCOC(=O)c1sc(NC(=O)CCCn2nc([N+](=O)[O-])cc2C)c(C(=O)OCC)c1C	-2	-0.1	-1	0.0	-2	0	/	1
CO[C@@H]1CN(C)C(=O)c2cc(NS(=O)(=O)Cc3ccccc3)ccc2OC[C@H](C)NC[C@H]1C	-26	0.1	0	2.6	-2	-20	-0.2	-8
COc1ccccc1-c1ccc2c(c1)[C@@H]1C[C@H]3[C@@H](CN1CC2)[C@H](C)ON3C	42	0.2	-25	3.0	3	-4	0.8	/
O=C(Nc1nc2c(Br)cc(Br)cc2c(=O)s1)C1CCC1	-9	0.2	6	-0.6	-3	1	12	/
Cc1c(OCC(=O)NCCN2CCOCC2)ccc2c3c(c(=O)oc12)CCC3	-4	-0.1	-4	11*	-1	/	/	7
Cc1cc(OCc2n[nH]c(=S)n2-c2ccccc2)ccc1Cl	-8	0.0	-3	2.1	6	1	0.2	-4
Cc1cccc(C)c1NC(=O)C(=O)c1cn(C)c2ccccc12	-16	0.0	-5	0.1	-4	-2	0.0	10
Cc1ccc(S(=O)(=O)N(C)CC(=O)NNC(=O)CCNS(=O)(=O)c2cccc(C)c2)cc1	0	-0.7	/	-1.2	18	1	-0.7	-2
C[C@@H]1CCCCO[C@@H](CN(C)C(=O)CCC(F)(F)F)[C@@H](C)CN([C@@H](C)CO)C(=O)c2cc(NC(=O)Nc3ccc4c(c3)OCO4)ccc2O1	-1	0.0	-22	-2.8	-4	0	0.8	-24
O=c1cc(CN2CCc3ccccc32)c2ccc(O)cc2o1	-12	0.0	-10	1.6	/	25	/	2
C[C@H]1CN([C@@H](C)CO)C(=O)c2cc(NC(=O)c3ccncc3)ccc2O[C@H]1CN(C)S(=O)(=O)c1ccccc1	1	0.0	19	0.3	-10	0	4.5	-13
COc1ccc(CNC(=O)c2c[nH]c3ccccc3c2=O)cc1	-6	0.0	5	-1.4	-3	1	/	-3
COc1ccc(NC(=O)c2cc([N+](=O)[O-])ccc2N2CCCCC2)cc1	-1	0.2	-4	-1.2	10	3	-0.1	-8
C[C@@H]1CN([C@H](C)CO)C(=O)c2cc(NS(=O)(=O)c3cn(C)cn3)ccc2O[C@@H]1CN(C)C(=O)Nc1ccc(C(F)(F)F)cc1	-6	-0.6	-6	-1.2	-4	0	-3.2	-2
C[C@@H]1CN([C@H](C)CO)C(=O)Cc2cc(NC(=O)CCCCCC(=O)Nc3ccccc3N)ccc2O[C@@H]1CN(C)C(=O)Nc1ccc2c(c1)OCO2	-6	0.0	5	-3.3	-3	1	-13	1
O=C(NCC1CCCCC1)c1ccc2nc([C@@H]3O[C@H](CO)[C@@H](O)[C@H]3O)[nH]c2c1	-5	-0.1	/	-2.5	3	-2	-0.3	-13
COc1ccc(CN2C(=O)CSCC2(C)C(=O)NC(C)C)cc1 (stereo not given)	-7	0.2	14	-0.9	-13	-4	0.2	/
CCOc1ccc(CN(C(=O)c2cc3ccccc3oc2=O)C2CCS(=O)(=O)C2)cc1 (stereo not given)	-7	0.4	1	/	0	1	/	/
Cc1onc(-c2ccccc2Cl)c1C(=O)OCC(=O)Nc1cccc(S(=O)(=O)N(C)C)c1	1	0.2	/	-0.7	1	5	0.1	-2
C[C@H]1CN([C@@H](C)CO)C(=O)c2cccc(NC(=O)Nc3ccc4c(c3)OCO4)c2O[C@@H]1CN(C)CC1CCCCC1	14	-0.1	-11	2.3	4	-4	-0.1	2
Cc1cc(C(=O)OCC(=O)NC2CCCC(C)C2C)c(C)o1 (stereo not given)	-16	0.0	0	1.1	6	-2	/	-6
C[C@H](CO)N1C[C@H](C)[C@H](CN(C)S(C)(=O)=O)Oc2c(NC(=O)C3CCCCC3)cccc2C1=O	0	-0.8	4	2.4	-6	2	-0.9	1
COC(=O)c1ccc(NC(=O)c2ccccc2-c2ccccc2C(=O)O)cc1	37	0.7	3	-0.9	-2	-1	/	-6
CCC(C)/C(C)=N/NC(=O)CSc1nc2ccccc2[nH]1 (stereo not given)	-4	-0.1	0	-3.7	-3	3	0.3	/
CC(C)(C)c1cc(NC(=O)c2ccc(OC3CCCC3)cc2)no1	-12	0.0	1	-1.0	13	0	/	-11
O=S(=O)(c1ccc(F)cc1)N1CCN(CC(O)COCC2CCCO2)CC1 (stereo not given)	2	0.0	10	-1.6	0	-4	/	-4
C[C@@H]1CN([C@H](C)CO)C(=O)c2ccccc2-c2ccccc2CO[C@@H]1CN(C)S(=O)(=O)c1ccc(Cl)cc1	10	-0.6	-13	-1.5	0	-1	-0.5	5
C[C@H](CO)N1C[C@H](C)[C@H](CN(C)C(=O)Cc2ccccc2)OCc2cnnn2CCCC1=O	-15&15&-9	-0.1&0.2	14&6	-0.1&1.9&3.4	-1&-3&-4	1&-1&-1	-0.1	-3&-9&3
Cc1ccc(C(=O)NCCCNC(=O)c2ccco2)cc1C	3	0.0	2	0.7	18	1	0.1	-6
Cc1cc([N+](=O)[O-])nn1Cn1nc([N+](=O)[O-])cc1C	-17	0.0	3	0.0	11	1	/	/
O=C(CSc1nc(O)cc(=O)n1-c1ccc(Cl)c(Cl)c1)Nc1ccc(Cl)cc1Cl	-12	0.0	3	-3.4	7	0	/	-6
C[C@@H]1CN([C@H](C)CO)C(=O)Cc2cc(NC(=O)Cc3ccccc3)ccc2O[C@@H]1CN(C)Cc1ccc(C(=O)O)cc1	8	0.2	13	0.4	19	2	-1.4	6
CC(C)Cc1nnc(NC(=O)c2ccc3c(=O)n4c(nc3c2)CCC4)s1	1	0.0	-9	-0.2	8	-1	/	21
CCOC(=O)[C@]12CCCC=C1N(CCC1=CCCCC1)C(=O)[C@H](CC(=O)NCCCN1CCCC1=O)C2	1	0.0	-10	0.0	-4	-2	-7.9	/
CC1CCCN(C(=O)c2ccc(NS(=O)(=O)c3ccc4[nH]c(=O)[nH]c4c3)cc2)C1 (stereo not given)	3	0.5	8	0.0	-9	5	4.6	18
COc1ccc(-c2cc(C(=O)Nc3cc(C)on3)no2)cc1	-20	-0.1	5	-4.6	/	0	2.5	/
O=c1[nH]c(=O)n(Cc2ccccc2)c2c1CCC2	-4	/	-7	-1.5	-1	1	/	-2
COCC#Cc1ccc2c(c1)O[C@H](CN(C)Cc1cccnc1)[C@@H](C)CN([C@H](C)CO)S2(=O)=O	-8	-1.1	4	/	-6	-1	-0.4	-11
O=[N+]([O-])c1ccccc1C(O)Cc1ccccn1 (stereo not given)	-12	0.3	8	4.6	-4	1	2.7	/
